Bioassay records from PubChem.
Salmonella PhoP GFP – PhoP regulon inhibitors, Salmonella typhi PhoP promoter GFP reporter, confirmatory (AID 1850); Salmonella Typhi PhoP-promoter GFP reporter, fluorescence, 4 h; higher % means a stronger effect; inhibition, % at 50 µM; hits with a dose series show IC50 in µM; actives 0.33% (n = 310,000); in the data active means a potency from the dose series; inconclusive means inhibition mostly from about 25% at the one dose, without a potency; inactive means the rest, 99 in 100 with inhibition below about 19%;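 further: 0% = induced wells with vehicle and 100% = uninduced wells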
inhibitors of VEEV – inhibitors of VEEV TC-83 cytopathic effect, confirmation, Vero cells (AID 588727); Vero cells, VEEV TC-83 cytopathic effect inhibition; higher % means a stronger effect; one-dose inhibition, % at 20 µM; IC50 in µM for titrated hits; actives 0.13% (n = 350,000); in the data active means a potency from the dose series; inconclusive means inhibition mostly from about 14% at the one dose, without a potency; inactive means the rest, 99 in 100 with inhibition below about 12%; further: strong numbers were not always called active
tuberculosis growth – growth inhibition of non-replicating M. tuberculosis (AID 488890) | Mycobacterium tuberculosis non-replicating, growth inhibition; higher % means a stronger effect | inhibition, % at 25 µM, or IC50 in µM where a hit was titrated | actives 0.39% (n = 320,000); in the data active means a potency from the dose series; inconclusive means inhibition mostly from about 82% at the one dose, without a potency; inactive means the rest, 99 in 100 with inhibition below about 76%;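 further: plate controls were DMSO cells for no effect and high antibiotic wells for full effect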
influenza NS1A – NS1A inhibition, H1N1 influenza, cell based functional assay (AID 504329); NS1A functional cell-based assay, percent inhibition; higher % means a stronger effect; one-dose inhibition, % at 12.5 µM; IC50 in µM for titrated hits; actives 0.3% (n = 340,000); in the data active means a potency from the dose series; inconclusive means inhibition above about 27% without an active follow-up result; further: strong numbers were not always called active
H37Rv inhibition – M. tuberculosis growth inhibition, HTS (AID 449762); M. tuberculosis H37Rv growth inhibition, 7H9 media; higher % means a stronger effect; inhibition, % at 25 µM; hits with a dose series show IC50 in µM; actives 0.59% (n = 330,000); in the data active means a potency from the dose series; inconclusive means inhibition above about 70% without an active follow-up result;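 further: bacterial growth assessed after seven days of incubation; strong numbers were not always called active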
* marks the source's active call; other numbers are inactive results.

O=S(=O)(Nc1cccc(S(=O)(=O)N2CCCCCC2)c1)c1ccccc1 was read as Salmonella PhoP GFP -1%, inhibitors of VEEV 7.7%, tuberculosis growth 10%, influenza NS1A -7% and H37Rv inhibition -1%.
`CCOc1cc(C=O)ccc1OS(=O)(=O)c1ccc(NC(C)=O)cc1` gave Salmonella PhoP GFP -4%, inhibitors of VEEV inactive, tuberculosis growth 77%, influenza NS1A 2% and H37Rv inhibition 5%.
O=C(NCC1OCCc2ccccc21)c1cc(COc2ccc(F)cc2Cl)on1 (stereo unspecified) was read as Salmonella PhoP GFP -2%, inhibitors of VEEV 0.2%, tuberculosis growth -4%, influenza NS1A 1% and H37Rv inhibition 0%.
For COc1ccc(N(CC(=O)Nc2ccc(C)c(F)c2)S(=O)(=O)c2c(C)noc2C)cc1 the results were Salmonella PhoP GFP -4%, inhibitors of VEEV 1.2%, tuberculosis growth 10%, influenza NS1A -8% and H37Rv inhibition 3%.
For CCCCOc1ccc(OCCNC(=O)c2ccco2)cc1 the results were Salmonella PhoP GFP 23%, inhibitors of VEEV 0.5%, tuberculosis growth 71%, influenza NS1A 4% and H37Rv inhibition 12%.
`O=C(COC(=O)/C=C/c1cccc(C(F)(F)F)c1)NC(=O)NCc1ccccc1` gave inhibitors of VEEV 1.3% and influenza NS1A -2%.
For CCN(CCO)c1ncnc2onc(-c3ccc(F)cc3)c12 the results were Salmonella PhoP GFP -7%, inhibitors of VEEV 0.8%, tuberculosis growth 11%, influenza NS1A -24% and H37Rv inhibition -4%.
`Cc1ccc(S(=O)(=O)N/N=C/c2c(C)nn(-c3ccccc3)c2C)cc1` gave Salmonella PhoP GFP 2%, inhibitors of VEEV 2.0%, tuberculosis growth 14%, influenza NS1A -6% and H37Rv inhibition 3%.
`O=C(CSc1ccccc1C(=O)O)NCC1CCCCC1` gave Salmonella PhoP GFP -16%, inhibitors of VEEV inactive, tuberculosis growth 2%, influenza NS1A -5% and H37Rv inhibition 9%.
For O=C(CSc1nnc(CNC(=O)C23CC4CC(CC(C4)C2)C3)n1-c1ccc(F)cc1)Nc1ccccc1 the results were Salmonella PhoP GFP -6%, inhibitors of VEEV inactive, tuberculosis growth 58%, influenza NS1A -6% and H37Rv inhibition 3%.
`CC(=O)Nc1cc2nn(-c3ccccc3)nc2cc1Cl` gave Salmonella PhoP GFP -8%, inhibitors of VEEV 4.1%, tuberculosis growth 5%, influenza NS1A 3% and H37Rv inhibition 8%.
`COc1ccc(NC2CCCN(C(=O)CCN3CCCO3)C2)cc1` (stereo unspecified) gave Salmonella PhoP GFP 9%, inhibitors of VEEV 0.1%, tuberculosis growth -14%, influenza NS1A 8% and H37Rv inhibition 8%.
Cc1ccc(S(=O)(=O)CC(=O)c2cc(C)c(O)c(C)c2)cc1 was read as Salmonella PhoP GFP 1%, inhibitors of VEEV 0.5%, tuberculosis growth 42%, influenza NS1A 5% and H37Rv inhibition 3%.
Screening O=S1CCCSC1c1cccnc1 (stereo unspecified) returned Salmonella PhoP GFP -5%, inhibitors of VEEV 1.1%, tuberculosis growth 69%, influenza NS1A 0% and H37Rv inhibition 1%.
`CN(C(=O)c1cc2ccccc2oc1=O)C1(C)CCS(=O)(=O)C1` (stereo unspecified) gave Salmonella PhoP GFP 2%, inhibitors of VEEV 2.4%, tuberculosis growth 14%, influenza NS1A -7% and H37Rv inhibition 6%.

Three compounds already listed, sorted by heavy-atom count, lowest first:
`O=C(CSc1ccccc1C(=O)O)NCC1CCCCC1` gave Salmonella PhoP GFP -16%, inhibitors of VEEV inactive, tuberculosis growth 2%, influenza NS1A -5% and H37Rv inhibition 9%.
`COc1ccc(NC2CCCN(C(=O)CCN3CCCO3)C2)cc1` (stereo unspecified) gave Salmonella PhoP GFP 9%, inhibitors of VEEV 0.1%, tuberculosis growth -14%, influenza NS1A 8% and H37Rv inhibition 8%.
`Cc1ccc(S(=O)(=O)N/N=C/c2c(C)nn(-c3ccccc3)c2C)cc1` gave Salmonella PhoP GFP 2%, inhibitors of VEEV 2.0%, tuberculosis growth 14%, influenza NS1A -6% and H37Rv inhibition 3%.

The list goes on:
`CCC(=O)C1CCCN(C(=O)c2ccc3nc(-c4cccc(OC)c4)oc3c2)C1` (stereo unspecified) gave Salmonella PhoP GFP -2%, inhibitors of VEEV 5.8%, tuberculosis growth 14%, influenza NS1A -6% and H37Rv inhibition -10%.
Screening O=C(COC(=O)c1cc(S(=O)(=O)N2CCOCC2)ccc1F)c1ccc[nH]1 returned Salmonella PhoP GFP -6%, inhibitors of VEEV 0.2%, tuberculosis growth -9%, influenza NS1A 1% and H37Rv inhibition -8%.
`O=C(CCCN1CCC(O)(c2cccc(C(F)(F)F)c2)CC1)c1ccc(F)cc1` gave Salmonella PhoP GFP -8%, inhibitors of VEEV inactive, tuberculosis growth 40%, influenza NS1A 1% and H37Rv inhibition 14%.
O=[N+]([O-])c1cc(Cl)cc(/C=N/Nc2nc3ccccc3s2)c1O was read as Salmonella PhoP GFP 5%, inhibitors of VEEV 7.8%, tuberculosis growth 1.8µM*, influenza NS1A 4% and H37Rv inhibition inconclusive.
For COc1ccc(OC)c(NC(=S)NN2CCOCC2)c1 the results were Salmonella PhoP GFP 0%, inhibitors of VEEV inactive, tuberculosis growth -13%, influenza NS1A 2% and H37Rv inhibition -5%.
`Cc1nc(N2CCCCC2)nc(N2CCCCC2)c1C=O` gave Salmonella PhoP GFP -5%, inhibitors of VEEV inactive, tuberculosis growth 2%, influenza NS1A 1% and H37Rv inhibition 1%.
NC(=O)CC[C@@H]1NC(=O)[C@H](CO)NC(=O)c2cc([N+](=O)[O-])cc(I)c2NCCC[C@@H](C(N)=O)NC(=O)[C@H](Cc2ccc(O)cc2)NC1=O was read as Salmonella PhoP GFP -4%, tuberculosis growth 17% and H37Rv inhibition 0%.
Screening NC(=O)CSc1nnc(-c2cc(-c3cccs3)nc3ccccc23)o1 returned Salmonella PhoP GFP -4%, inhibitors of VEEV 1.1%, tuberculosis growth 3%, influenza NS1A 3% and H37Rv inhibition 6%.
For COc1ccc(-c2cc3ccccc3n2CC(O)CNC(CO)(CO)CO)cc1 (stereo unspecified) the results were Salmonella PhoP GFP -8%, inhibitors of VEEV 0.9%, tuberculosis growth 65%, influenza NS1A 5% and H37Rv inhibition 11%.
Screening Cc1cccc(C)c1NC(=O)CCCCCNS(=O)(=O)c1ccccc1 returned Salmonella PhoP GFP 5%, inhibitors of VEEV 1.2%, tuberculosis growth 13%, influenza NS1A -6% and H37Rv inhibition -12%.
Screening CCN(c1ccc(OC)cc1)S(=O)(=O)c1csc(C(=O)N2CCCC2)c1 returned Salmonella PhoP GFP 3%, inhibitors of VEEV 8.7%, tuberculosis growth 4%, influenza NS1A -2% and H37Rv inhibition 5%.
`Cc1ccc(NC(=O)CSc2nc(C)c(C)c(C)n2)cc1S(=O)(=O)N1CCOCC1` gave inhibitors of VEEV 2.7%, tuberculosis growth 4%, influenza NS1A -3% and H37Rv inhibition 4%.
`Cc1cc(Cl)c(S(=O)(=O)NC2CCCC2)cc1OCC(=O)NC1CCCCC1` gave Salmonella PhoP GFP 3%, inhibitors of VEEV inactive, tuberculosis growth 27%, influenza NS1A 18% and H37Rv inhibition -26%.
`CS(=O)(=O)N1CCC(C(=O)Nc2c(F)cccc2F)CC1` gave Salmonella PhoP GFP 6%, inhibitors of VEEV 3.1%, tuberculosis growth 21%, influenza NS1A 2% and H37Rv inhibition 4%.
For COCCn1c(N)c(N(Cc2ccccc2)C(=O)c2oc3ccccc3c2C)c(=O)[nH]c1=O the results were Salmonella PhoP GFP -2%, inhibitors of VEEV 7.1%, tuberculosis growth 20%, influenza NS1A -1% and H37Rv inhibition 0%.

In the list so far, 5 contain two or more sulfur atoms:
O=S(=O)(Nc1cccc(S(=O)(=O)N2CCCCCC2)c1)c1ccccc1 was read as Salmonella PhoP GFP -1%, inhibitors of VEEV 7.7%, tuberculosis growth 10%, influenza NS1A -7% and H37Rv inhibition -1%.
Screening O=S1CCCSC1c1cccnc1 (stereo unspecified) returned Salmonella PhoP GFP -5%, inhibitors of VEEV 1.1%, tuberculosis growth 69%, influenza NS1A 0% and H37Rv inhibition 1%.
Screening NC(=O)CSc1nnc(-c2cc(-c3cccs3)nc3ccccc23)o1 returned Salmonella PhoP GFP -4%, inhibitors of VEEV 1.1%, tuberculosis growth 3%, influenza NS1A 3% and H37Rv inhibition 6%.
Screening CCN(c1ccc(OC)cc1)S(=O)(=O)c1csc(C(=O)N2CCCC2)c1 returned Salmonella PhoP GFP 3%, inhibitors of VEEV 8.7%, tuberculosis growth 4%, influenza NS1A -2% and H37Rv inhibition 5%.
`Cc1ccc(NC(=O)CSc2nc(C)c(C)c(C)n2)cc1S(=O)(=O)N1CCOCC1` gave inhibitors of VEEV 2.7%, tuberculosis growth 4%, influenza NS1A -3% and H37Rv inhibition 4%.

New compounds follow
`CSCCCNC(=O)c1ccc(OC2CCN(CCc3ccccc3)CC2)cc1` gave Salmonella PhoP GFP 5%, inhibitors of VEEV 2.2%, tuberculosis growth 23%, influenza NS1A -21% and H37Rv inhibition 4%.
For COc1ccc(C(=O)NCC(=O)Nc2ccc(F)cc2)cc1OC the results were Salmonella PhoP GFP 8%, inhibitors of VEEV 4.0%, tuberculosis growth -9%, influenza NS1A 7% and H37Rv inhibition 1%.
For Nc1cccn2c(-c3ccc(Cl)cc3)cnc12 the results were Salmonella PhoP GFP -5%, inhibitors of VEEV 7.0%, tuberculosis growth 8.3µM*, influenza NS1A -4% and H37Rv inhibition 7%.
Cc1ccc(NC2(c3nnnn3-c3c(C)cccc3C)CCCCC2)cc1 was read as Salmonella PhoP GFP -2%, inhibitors of VEEV 3.1%, tuberculosis growth 56%, influenza NS1A 7% and H37Rv inhibition 0%.
Screening COc1ccc(OC)c(CNC(=O)C2CCCN(c3nc4ccccc4o3)C2)c1 (stereo unspecified) returned Salmonella PhoP GFP -8%, inhibitors of VEEV 1.8%, tuberculosis growth 2%, influenza NS1A 19% and H37Rv inhibition -3%.
CCOC(=O)C1CCN(C(=O)COC(=O)c2ccc(=O)n(Cc3ccccc3)n2)CC1 was read as Salmonella PhoP GFP 4%, inhibitors of VEEV 0.7%, tuberculosis growth -3%, influenza NS1A -2% and H37Rv inhibition -5%.
`COc1cc(-c2nnco2)cc(OC)c1OC` gave Salmonella PhoP GFP -9%, tuberculosis growth -7% and H37Rv inhibition 6%.
CCOC(=O)CCNC(=O)c1ccccc1Br was read as Salmonella PhoP GFP -1%, inhibitors of VEEV 1.6%, tuberculosis growth -1%, influenza NS1A -3% and H37Rv inhibition -1%.
`O=C(COC(=O)CCC(=O)c1ccc(F)cc1)Nc1ccc(F)cc1F` gave Salmonella PhoP GFP -8%, inhibitors of VEEV inactive, tuberculosis growth inactive, influenza NS1A 5% and H37Rv inhibition -7%.
C=CCOCCN(C)C1=NS(=O)(=O)c2ccccc21 was read as Salmonella PhoP GFP -18%, inhibitors of VEEV inactive, tuberculosis growth 19%, influenza NS1A 4% and H37Rv inhibition 1%.
O=C(NC(c1ccccc1)c1ccccc1)C1(c2cccs2)CCOCC1 was read as Salmonella PhoP GFP -4%, inhibitors of VEEV 1.3%, tuberculosis growth -17%, influenza NS1A -5% and H37Rv inhibition 7%.
For Cc1ccc(C(=O)C(=O)c2ccc(C)c(N)c2)cc1N the results were Salmonella PhoP GFP 2%, inhibitors of VEEV 1.8%, tuberculosis growth -2%, influenza NS1A 7% and H37Rv inhibition 5%.
Screening O=C(NCCc1ccc(C(F)(F)F)cc1)C1CC(=O)N(c2ccc3c(c2)OCCO3)C1 (stereo unspecified) returned inhibitors of VEEV 1.1%, tuberculosis growth -7%, influenza NS1A 6% and H37Rv inhibition 8%.
CCc1c(O)nc(SCC(=O)Nc2cc(C)on2)n(-c2ccccc2)c1=O was read as Salmonella PhoP GFP -5%, inhibitors of VEEV 2.3%, tuberculosis growth -4%, influenza NS1A 1% and H37Rv inhibition -8%.

An unsorted share of the library; any-hit rate near 1.6%.
